High-throughput results (PubChem)
Pin1 inhibitor = inhibitors of human Pin1; Pin1 FP peptide displacement, HiFluor488, 10 min; AID 504891; hit rate 0.009% among 390,000; Potency, µM (series often up to 115 µM), for inactives: at the highest dose activity, negative = inhibition, most hits filed as inhibitors; Q13526; active = well fitted inhibition curve with a large enough effect in the polarisation, with a control signal flat, not every such curve was filed as active; inconclusive = small, poorly fitted or top-dose-only effect, or effect the other way, or a change in a side signal; inactive = no such curve, though single readings can be large or run the other way; the % refers to the polarisation; note: potency is the fitted concentration of half-maximal effect; % is set by controls: 0 for no effect and ±100 for the full control effect
Target sequence (Q13526 whole entry, looked up): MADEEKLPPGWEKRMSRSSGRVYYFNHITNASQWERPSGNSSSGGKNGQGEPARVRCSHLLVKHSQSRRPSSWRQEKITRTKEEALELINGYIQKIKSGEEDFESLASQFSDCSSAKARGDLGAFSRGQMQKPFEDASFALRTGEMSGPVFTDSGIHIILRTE
TrxR1 substrate = substrates of rat thioredoxin reductase 1; Potency, µM (titrated, usually from 114 µM), without a hit: top-dose activity change, negative = substrate turnover; purified TrxR1 substrate turnover, NADPH consumption readout; O89049; hit rate 0.01% among 390,000; AID 588456; note: potency is the fitted concentration of half-maximal effect; % is set by controls: 0 for no effect and ±100 for the full control effect; nearly all actives have a fitted effect of over 50% in size
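Rat TrxR1, dispensed at 90 nM, was prereduced with 400 uM NADPH (final) for 5 min at ~22 deg C, then incubated with compound 15 min before 400 uM selenite. A first-read NADPH fluorescence drop versus no-compound background flagged substrates.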
PI4K2A block = blocks human PI4K2A kinase activity; Q9BTU6; purified PI4K2A, ADP-Glo luminescence, 1 h; stronger effect = lower value; activity change, negative = inhibition, % at 76.9 µM; hit rate 0.13% among 420,000; AID 1346378; in the data active = activity change below about -50%; inconclusive = mostly about -30% to -49%;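 note: -100% = wells without enzyme as full effect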
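In this quantitative HTS, ADP production by PI4K2A was quantified luminescently after 1 h at ambient temperature; 100 microM adenosine served as plate-quality control.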
GLS inh = inhibitors of human glutaminase (GLS). GLS enzymatic activity, qHTS titration. hit rate 0.21% among 410,000. O94925. Potency, µM (top dose mostly 45.5 µM), inactives show at the top dose activity change, negative = inhibition, actives largely listed as inhibitors; note: potency is the fitted concentration of half-maximal effect; % is set by controls: 0 for no effect and ±100 for the full control effect
Target sequence (O94925 whole entry, looked up): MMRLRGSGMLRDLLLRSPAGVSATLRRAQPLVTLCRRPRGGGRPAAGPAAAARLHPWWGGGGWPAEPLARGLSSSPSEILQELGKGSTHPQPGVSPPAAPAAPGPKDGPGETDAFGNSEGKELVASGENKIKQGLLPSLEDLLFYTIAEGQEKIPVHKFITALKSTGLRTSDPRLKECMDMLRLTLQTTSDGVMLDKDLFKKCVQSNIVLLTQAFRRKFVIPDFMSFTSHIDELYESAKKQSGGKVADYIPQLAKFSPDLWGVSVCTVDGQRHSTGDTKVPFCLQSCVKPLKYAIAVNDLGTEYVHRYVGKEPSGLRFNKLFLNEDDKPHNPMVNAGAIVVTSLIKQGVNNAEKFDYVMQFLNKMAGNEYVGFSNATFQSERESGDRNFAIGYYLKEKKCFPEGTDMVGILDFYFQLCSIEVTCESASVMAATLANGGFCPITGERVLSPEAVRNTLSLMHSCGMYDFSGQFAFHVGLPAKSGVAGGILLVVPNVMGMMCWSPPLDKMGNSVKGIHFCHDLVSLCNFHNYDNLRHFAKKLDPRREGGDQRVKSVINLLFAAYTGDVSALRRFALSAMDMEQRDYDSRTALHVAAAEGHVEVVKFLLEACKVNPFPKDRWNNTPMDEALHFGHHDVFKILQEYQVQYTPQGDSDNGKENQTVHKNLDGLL
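Read-out is an Amplex red fluorescence increase coupled through glutamate oxidase and HRP, measured before and after 30 min room-temperature incubation. hKGA is in 45 mM KH2PO4 (pH 8.2) with 0.02% Tween-20; glutamine added as 1mM solution.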
PGK inhibitor = inhibitors of T. brucei phosphoglycerate kinase; P07378; hit rate 0.043% among 380,000; PGK/GAPDH coupled, Kinase-Glo luminescence, 60 min; Potency, µM (doses to about 57.5 µM), inactives show at the top dose activity change, negative = inhibition, most hits filed as inhibitors; note: potency is the fitted concentration of half-maximal effect; % is set by controls: 0 for no effect and ±100 for the full control effect; nearly all actives have a fitted effect of over 60% in size
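Luminescent ATP detection (Kinase-Glo Plus) follows a 60-minute room-temperature incubation, with wells lacking PGK as controls. Buffer: 100 mM TEA (pH 7.6), 5 mM MgCl2, 0.01% Tween-20. Coupling enzyme GAPDH (100 nM final) supplies unstable 1,3-BPG in-well.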
TrxR1 inh = rat TrxR1 inhibition. O89049. recombinant rTrxR1, NADPH fluorescence consumption, selenite substrate. Potency, µM (titrated, usually from 114 µM), inactives show at the highest dose activity change, negative = inhibition, most hits filed as inhibitors. hit rate 1% among 390,000; note: potency is the fitted concentration of half-maximal effect; % is set by controls: 0 for no effect and ±100 for the full control effect; nearly all actives have a fitted effect of over 65% in size
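Rat TrxR1 (90 nM in the dispensed reagent) was pre-reduced with 400 uM NADPH for 5 min at room temperature, then incubated with compound for 15 min. After 400 uM selenite was added, NADPH fluorescence (Ex 340/Em 450 nm) was followed for 8 min.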
USP1-UAF1 inh = USP1/UAF1 (human) deubiquitinase inhibition. O94782. recombinant USP1/UAF1, Ub-Rhodamine cleavage fluorescence. Potency, µM (series often up to 57.1 µM), inactives show top-dose activity change, negative = inhibition, most hits filed as inhibitors. hit rate 0.23% among 390,000; note: potency is the fitted concentration of half-maximal effect; % is set by controls: 0 for no effect and ±100 for the full control effect; nearly all actives have a fitted effect of over 60% in size; inactives centre near -12
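Step one: compound is pinned into 1nM USP1/UAF1 in HEPES pH 7.8 buffer with TCEP. Step two: 15 min room-temperature incubation. Step three: Ub-Rho (150nM final) starts cleavage, tracked by fluorescence over six one-minute reads.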
HP1b binding inh = HP1-beta chromodomain-methylated histone interaction inhibition; P83916; AlphaScreen HP1-beta / biotin-H3K9me3 peptide binding; Potency, µM (highest dose often 114 µM), inactives show at the highest dose activity change, negative = inhibition, hits mostly inhibitors; hit rate 0.56% among 390,000; AID 540317; note: potency is the fitted concentration of half-maximal effect; nearly all actives have a fitted effect of over 70% in size; inactives centre near 23
Target sequence (P83916 whole entry, looked up): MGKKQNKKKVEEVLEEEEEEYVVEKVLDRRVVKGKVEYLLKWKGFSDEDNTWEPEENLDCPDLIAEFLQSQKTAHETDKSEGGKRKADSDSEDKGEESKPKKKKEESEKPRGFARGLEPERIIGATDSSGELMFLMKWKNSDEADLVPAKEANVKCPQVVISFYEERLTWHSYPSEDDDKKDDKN
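Compound inhibition of the preformed complex between 50 nM HP1-beta and 50 nM biotinylated H3K9me3 peptide was read by AlphaScreen. Buffer was PBS pH 7.4 with 0.01% Tween-20. Incubations ran 30 min at room temperature, with 10 ug/mL donor/acceptor beads.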
IDH1 R132H inh = inhibitors of human mutant IDH1 R132H | AID 602179 | IDH1-R132H enzyme, NADPH consumption, diaphorase/resazurin fluorescence | hit rate 0.093% among 390,000 | Potency, µM (series often up to 76.6 µM), inactives show top-dose activity change, negative = inhibition, usual class: inhibitors; note: potency is the fitted concentration of half-maximal effect; % is set by controls: 0 for no effect and ±100 for the full control effect; nearly all actives have a fitted effect of over 65% in size
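IDH1-R132H (0.5 ug/mL) preincubated 30 min with compound, then NADPH (0.016 mM) and alpha-KG (2 mM) added; 80 min at RT, pH 7.5. Remaining NADPH coupled via diaphorase/resazurin to fluorescence (540/590 nm); concentration-response curves normalized to no-enzyme control.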
* = called active by the depositor; i = inactive; u = inconclusive; x = not tested or not shown; [ ] = remark or other dose. Unless noted, calls come from the whole dose curve; as a rule, active = well fitted curve in the direction sought with a large enough effect; inconclusive = small, poorly fitted or top-dose-only effect, or another doubt; inactive = no such curve, though single readings can be large; an effect the other way counts as inactive or inconclusive. A portion of the library, so the mix of outcomes need not match the whole.

SMILES | Pin1 inhibitor | TrxR1 substrate | PI4K2A block | GLS inh | PGK inhibitor | TrxR1 inh | USP1-UAF1 inh | HP1b binding inh | IDH1 R132H inh
Cc1ccc2nc3ccc(N4CCCC4)nn3c(=O)c2c1 | 11% | 6% | -9 | 13% | 6% | 6% | -9% | 44%[activator] | -4%
FC(F)(F)c1cc(-c2ccco2)nc(N2CCN(Cc3ccccc3)CC2)n1 | -5% | 6% | 6 | 3% | 24% | -32% | -22% | 26% | 8%
CCOc1ccc(-n2nnnc2SCC(=O)Nc2ccc(NC(C)=O)cc2)cc1 | 7% | -8% | -3 | 8% | i | -6% | -24% | 49%[activator] | 1%
CNC(=O)c1cc(NC(=O)CCn2nc(-c3ccc(C)cc3)c3ccccc3c2=O)ccc1OC | 7% | -4% | 7 | -1% | -10% | -5% | -17% | 25% | 0%
CN1C(=O)c2ccccc2Sc2ccc(NC(=O)N3CCN(c4ccc(F)cc4)CC3)cc21 | 4% | 6% | -1 | 1% | -10% | 1% | 7% | 19% | -19%
O=C(NCCS(=O)(=O)N1CCN(c2ccc(F)cc2)CC1)C1CC(=O)N(c2ccc(F)cc2)C1 (centres undefined) | -3% | 1%[57.1 µM] | 0 | 0% | i | 8%[57.1 µM] | -7% | 22%[57 µM] | -8%
CCCC(=O)Nc1ccc(-c2csc(N/N=C\c3ccncc3)n2)cc1 | 2% | 1% | -2 | 2% | -5% | u | -17% | 25% | -1%
O=C(Cn1c(SCc2ccccc2F)nc2cccnc21)Nc1ccc(F)c(Cl)c1 | 5% | -3% | -1 | 1% | 11% | 11% | -3% | 26% | -17%
CCC(C(=O)O)n1c2ccccc2c2cn[nH]c(=O)c21 (centres undefined) | -20% | 2% | -3 | -5% | -2% | -9% | -12% | 30% | -5%
CCOc1ccc(NC(=O)CSc2oc(-c3ccco3)nc2S(=O)(=O)c2ccc(Cl)cc2)cc1 | 23% | 55%[activator] | -1 | 0% | -2% | -27% | u | 69%[activator] | 8%
Cc1ccc(CNC(=O)CCNC(=O)c2ccc([N+](=O)[O-])cc2)cc1 | 1% | 6% | 3 | 3% | 8% | -13% | -5% | 29% | 1%
CC(C)c1ccc(CCNC(=O)c2cccc(S(=O)(=O)N3CCN(C)CC3)c2)cc1 | -4% | -4% | 4 | 3% | -1% | 1% | -11% | 4% | 2%
CCOC(=O)N1CCN(S(=O)(=O)c2cccs2)CC1 | -13% | -4% | 4 | -11% | -4% | -4% | -9% | 35% | 9%
CCc1cccc2c(C(=O)CSc3nnc(C4CC4)o3)c[nH]c12 | -2% | 1% | 0 | -1% | 8% | 26% | -25% | 56%[activator] | -3%
Cc1ccc(-c2ccc(C(=O)NCCCNC(=O)c3cnccn3)o2)cc1Cl | 4% | 6% | -1 | -9% | -6% | u | -20% | 8% | 3%
O=C(O)C1CCN(c2nc(-c3ccccc3)nc3c2oc2ccccc23)CC1 | 11% | 9% | 3 | 24% | 4% | 14% | -7% | 27% | 3%
CS(=O)(=O)Nc1ccc(C(=O)Nc2ccc3c(c2)OCCO3)cc1 | -3% | -3% | -4 | 12% | -4% | -13% | -6% | 39%[activator] | 5%
O=C(COc1cccc(C(F)(F)F)c1)Nc1ccccc1N1CCCCC1 | 2% | -5% | 1 | -1% | i | 14% | -14% | 22% | 6%
CC(=O)C1=C(O)C(=O)N(CCNCCO)C1c1ccccc1 (centres undefined) | -1% | -10% | -1 | -7% | i | -25% | -15% | 43%[activator] | 5%
CCC(C(=O)OCC(=O)NC1CCS(=O)(=O)C1)c1ccccc1 (centres undefined) | -3% | 1% | 3 | -5% | i | 13% | -8% | 37% | 10%

In the list so far, these contain an NH in an aromatic ring.
SMILES | Pin1 inhibitor | TrxR1 substrate | PI4K2A block | GLS inh | PGK inhibitor | TrxR1 inh | USP1-UAF1 inh | HP1b binding inh | IDH1 R132H inh
CCC(C(=O)O)n1c2ccccc2c2cn[nH]c(=O)c21 (centres undefined) | -20% | 2% | -3 | -5% | -2% | -9% | -12% | 30% | -5%
CCc1cccc2c(C(=O)CSc3nnc(C4CC4)o3)c[nH]c12 | -2% | 1% | 0 | -1% | 8% | 26% | -25% | 56%[activator] | -3%

(more compounds)
SMILES | Pin1 inhibitor | TrxR1 substrate | PI4K2A block | GLS inh | PGK inhibitor | TrxR1 inh | USP1-UAF1 inh | HP1b binding inh | IDH1 R132H inh
COc1ccc(-c2c(C#N)c(SCC(=O)Nc3ccccc3C)nc(C)c2C(=O)Nc2ccc(Cl)cc2)cc1 | u | 18% | -2 | -3% | i | 10% | u | 67%[activator] | 9%
CCc1c(C)nc(SCC(=O)N2CCCCC2C)[nH]c1=O (centres undefined) | -1% | -10% | -1 | -3% | -2% | 7%[57.1 µM] | -7% | 30% | 12%
Cc1ccc(C(C)C)c(OCCN2C(=O)NC(C)(C)C2=O)c1 | u | 1%[57.1 µM] | 8 | 3% | -7% | 14% | -7% | 24% | 0%
COc1ccc(S(=O)(=O)N(C)CC(=O)N2CCCCCC2)cc1OC | 1% | -8% | -1 | 0% | i | -1% | 1% | 20% | -3%
N/C(=N\OC(=O)c1ccccc1Cl)c1ccncc1 | u | 8%[57.1 µM] | -2 | 3% | 4% | 11%[57.1 µM] | -8% | 23% | 7%
COc1ccc(NC(=O)c2ccccc2O)c(OC)c1 | -5% | 3% | -2 | 19% | 0% | 11% | -16% | 21% | 11%
CCOC(=O)c1cnc2ccc(C)cc2c1NCCN1CCOCC1 | 4% | 0% | -5 | 0% | -4% | 7% | -20% | 30% | 2%
CC(=O)c1cccc(N(CC(=O)Nc2ccc(F)cc2F)S(C)(=O)=O)c1 | -1% | 0% | 3 | -2% | -1% | -5% | -3% | 54%[activator] | 7%
COC(=O)c1cc(S(=O)(=O)Nc2nn(C)c3cccc(F)c23)oc1C | 1% | 1%[57.1 µM] | -4 | 6% | -5% | 3%[57.1 µM] | 0% | 24% | 2%
COc1ccc(CN2CCNC(=O)C2CC(=O)NCc2ccc(C)s2)c(OC)c1 (centres undefined) | -1% | 3% | 4 | -2% | 9% | -13% | -5% | 32% | -8%
O=C(COc1ccc(Cl)cc1)NNC(=O)c1cccnc1 | -1% | 10%[57.1 µM] | -1 | 7% | -4% | 20%[57.1 µM] | -24% | 11% | 5%
O=C1C2CC(O)CN2C(=O)N1c1ccccc1 (centres undefined) | 3% | 4%[57.1 µM] | -3 | -4% | -10% | 22%[57.1 µM] | -20% | 39%[activator] | 4%
Cc1cccc(C(=O)O[C@H]2[C@H](C)NS(=O)(=O)[C@H]3CC4C=C[C@]23O4)c1 | -10% | -3% | 2 | 2% | 3% | 18% | 25% | 37%[activator] | -3%
CCOc1ccc2[nH]cc(S(=O)(=O)c3ccc(F)cc3)c(=O)c2c1 | 9% | 7% | -3 | 0% | -8% | 7% | -25% | 32%[activator] | -6%
COc1cccc(OC)c1C(=O)Nc1ccncc1 | 3% | -3% | -6 | 16% | i | -5%[57.1 µM] | -8% | 0% | 5%
CCC(=O)c1ccc(OCC(=O)OCC(=O)c2cc(C)n(C)c2C)cc1 | 0% | 4% | -2 | 7% | -8% | 10% | -2% | u | 2%
Cc1ccc(N2C(=N)SCC2=O)cc1Cl | 7% | -12% | 2 | 15% | -9% | -5% | 0% | 18% | 13%
Cc1ccc(Cl)cc1N1CCN(C(=O)C2CCC(=O)N2C(C)C)CC1 (centres undefined) | 0% | 3% | 3 | -2% | 2% | 4% | u | 42%[activator] | 0%
CCN(CC)CCC(c1cc(OC)c(OC)c(OC)c1)c1c(OC)cc(OC)c2c1OC(=O)CC2c1ccc(N(C)C)cc1 (centres undefined) | 0% | -3% | x | x | x | -9% | x | -33% | x
Cc1ccc(S(=O)(=O)CCC(=O)OCc2ccccc2)cc1 | 1% | 3% | 8 | 1% | i | 23% | -8% | 32% | 10%
Nc1nnc(SCC(=O)c2cccc([N+](=O)[O-])c2)s1 | -2% | 11%[57.1 µM] | -5 | u | 5% | -14%[57.1 µM] | -14% | 21% | 6%
CCCOc1cccc(C(=O)Nc2cccc(NC(=O)c3ccc(C(C)(C)C)cc3)c2)c1 | 86%[activator] | 7% | -2 | -2% | 7% | 13% | -17% | 30% | -5%
CCC1(C(=O)c2ccccc2)C2c3cc(Br)ccc3OC(=O)C21C(=O)N1CCOCC1 (centres undefined) | 2% | 8%[57.1 µM] | -6 | 0% | -9% | 2%[57.1 µM] | -7% | 18% | 6%
Nn1c(SCc2ccccc2F)nnc1-c1ccncc1 | 0% | 4%[57.1 µM] | -1 | 2% | 0% | 6%[57.1 µM] | -3% | 8% | 0%
Cc1ccc(OCC(=O)Nc2cccc(C(=O)OCc3cc(=O)n4c(C)csc4n3)c2)cc1 | 27% | 10%[57.1 µM] | 2 | 8% | i | 16%[57.1 µM] | 6% | 32% | 2%
COC(=O)CCSCC(=O)N1N=C(c2ccc(Br)cc2)CC1c1cccc(OC)c1OC (centres undefined) | 5% | 1%[57.1 µM] | 3 | -1% | 5% | 26%[57.1 µM] | -6% | -3% | -7%
CCOC(=O)c1sc(=S)n(-c2ccc(Cl)cc2)c1SC | 16% | 1% | -3 | 9% | i | 20% | -14% | 8% | 3%
O=C(CC12CC3CC(CC(C3)C1)C2)N1CCN(S(=O)(=O)c2cccs2)CC1 | 3% | 5%[57.1 µM] | -1 | 70%[activator] | i | 0%[57.1 µM] | -10% | 7% | 4%
